# Compound activity (PubChem)
# Growth percent in the NCI-60 one-dose screen (48 h, 10 µM unless noted): 100 = growth as untreated, 0 = no growth, -100 = all killed.
# HL-60(TB): HL-60(TB) leukemia cells. actives 9% (n = 78,000). AID 1794776; active = growth percent below 10
# * = called active by the depositor; & = joins results of further samples. An excerpt. The share of hits here may be higher or lower than overall.
SMILES,HL-60(TB)
O=[N+]([O-])c1ccc2c(c1)Cc1cc(O)ccc1-2,82.8
CC/C(=C(\c1ccc(OCCN2CCCCC2)cc1)c1ccc(OC(=O)C2CCCCC2)cc1)c1ccccc1,99.9
Cc1cc(C)c2nc3nc(C)cc(C)c3c(N)c2c1,45.8
O=C(O)c1ccc(-n2cc(/C=N/Nc3ccccc3F)c(-c3cc4ccccc4oc3=O)n2)cc1,46.7
CCOC(=O)/C(F)=C/C1CC1C1CCCC1 (configuration not stated),98.0
CS(=O)(=O)NN,98.9
O=C(Cn1cc(COc2ncnc3c2cnn3-c2ccccc2)nn1)Nc1cccc2ccccc12,101.2
CCCCN(CCCC)/N=N\N(CCCC)CCCC,106.4
COC1=C[C@H]2C[C@@]3(OC)[C@H](O)c4ccccc4N4C(=O)C(=O)N(C2c2ccccc2)[C@@]143 (some centres not stated),110.7
O=S(=O)(Nc1ccc(O)c(Sc2nc3ccccc3s2)c1)c1ccc(F)cc1,79.9
COc1cc(C(C)=C(c2ccc(OCCN(C)C)cc2)c2ccc(OCCN(C)C)cc2)ccc1F,105.3
COc1cc(-c2nc3sccn3c2-c2ccnc(S(C)=O)n2)ccc1F (configuration not stated),60.9
COc1ccc2[nH]cc(-c3cc(-c4ccc(OC)c(OC)c4)nc(N)c3C#N)c2c1,90.3
O=C1N=C(N2CCCCC2)S/C1=C\c1ccc(F)cc1,93.8
COc1ccccc1NC(N)=S,99.8
COc1ccc(Cl)cc1N,99.3
O=[N+]([O-])CC(c1cccs1)c1c[nH]c2ccccc12 (configuration not stated),92.7
Nc1nc(N)nc(-c2ccccc2-c2nc(N)nc(N)n2)n1,116.7
CCOc1ccccc1/C=N\N=C(N/N=C/c1ccccc1OCC)N/N=C/c1ccccc1OCC,11.9
CC(C)(O)CC(=O)/C=C\c1ccc2c(c1)OCO2,96.2
C/C=C(\C)C(=O)N[C@H]1[C@@H](OC(C)=O)C[C@]2(C)C3CC[C@@]4(C)C(CC[C@@H]4C(C)N(C)C)C3CCC2[C@H]1O (some centres not stated),70.5
Cc1ccc(NC2=C(Cl)C(=O)c3nc(C)ccc3C2=O)c(C)c1,-14.8*
CC1CN(CCCOC(=O)Nc2ccc(Cl)cc2)CCN1C(C)(C)C (configuration not stated),96.1
N#CCc1ccc(Cl)c(Cl)c1,131.0
COc1ccc(Sc2[nH]c(C(C)=O)c3ccccc23)cc1,23.3
Cn1cc(-c2cc3ncnc(Nc4ccc(CC(=O)Nc5cc(C(C)(C)C)nn5C)cc4)c3s2)cn1,63.4
COc1ccc(C(=O)/C=C/c2c(Cl)c3c(c(OC)c2Cl)OCC(=O)N3)cc1,13.8
Cc1ccc(-c2cc(-c3ccc(Br)s3)[nH]c(=O)c2C#N)s1,98.5
NS(=O)(=O)c1ccc(NC2OCC(O)C(O)C2O)cc1 (configuration not stated),91.2
COc1cc(/C=C2/C(=O)NC(=N)N2C)ccc1O,89.6
COC(=O)c1cc(NC(=O)Nc2cc(C(=O)OC)n(C)n2)nn1C,85.1
Nc1ncc(-c2ccc(C(F)(F)F)cc2)s1,86.5
COc1ccc(C2CC(c3ccccc3)=NN2c2nc(-c3ccco3)c(C#N)c(=O)[nH]2)cc1 (configuration not stated),92.7
COc1cc(-c2nc3sc(C)cn3c2/C=C2\C(=O)Nc3ccccc32)c(Br)c(OC)c1OC,-7.4*
O=C1CC2C=CCN2C=C1NC(=O)c1ccncc1 (configuration not stated),103.2
C(CCCSC1=NCCN1)CCSC1=NCCN1,76.2
O=C1c2cccc3c(-c4ccccc4F)ccc(c23)C(=O)N1c1nc2ccccc2s1,61.5
O=C(Nc1nc(C(=O)N2CCN(C(c3ccccc3)c3ccccc3)CC2)cs1)c1ccc(Nc2ccc(Cl)c(Cl)c2)c([N+](=O)[O-])c1,85.9
CNC(=O)c1cc(Oc2ccc3nc(NC(=O)NCCN4CCN(C)CC4)sc3c2)ccn1,110.7
CCCCCCSCCCCCC,99.0

# 4 compounds out of the list, sorted by molecular weight, falling:
SMILES,HL-60(TB)
COc1ccc(C2CC(c3ccccc3)=NN2c2nc(-c3ccco3)c(C#N)c(=O)[nH]2)cc1 (configuration not stated),92.7
O=C1c2cccc3c(-c4ccccc4F)ccc(c23)C(=O)N1c1nc2ccccc2s1,61.5
CC1CN(CCCOC(=O)Nc2ccc(Cl)cc2)CCN1C(C)(C)C (configuration not stated),96.1
COC(=O)c1cc(NC(=O)Nc2cc(C(=O)OC)n(C)n2)nn1C,85.1

# (continued)
SMILES,HL-60(TB)
Nc1cc(=O)[nH]c2ncnn12,94.5
COc1ccc(CN2CCC(N3CCCC3=O)c3cc(OC)ccc32)cc1 (configuration not stated),101.4
Clc1ccccc1N=Cc1ccc2c(c1)OCO2,94.6
C=CCc1ccc2c(c1)OC(CO)CO2 (configuration not stated) (tested in a mixture with another compound),102.0
C=C1CC[C@@H]2[C@](C)(COC(C)=O)[C@H](OC(C)=O)CC[C@@]2(C)[C@@H]1CC(Nc1ccc(S(=O)(=O)Nc2cc(C)on2)cc1)C1=CCOC1=O (some centres not stated),-2.1*
O=C(NCCNc1nccc(-c2c(-c3cccc(O)c3)nc3sccn23)n1)c1cc(C(F)(F)F)cc(C(F)(F)F)c1,123.4
O=C(c1ccccc1)c1c(/C=C/c2ccccc2)nc2ccccc2c1/C=C/c1cccs1,109.9
CCCN1C(=O)N(CCC)C2C1NN=c1s/c(=C3\C(=O)N(C(C)C)c4ccccc43)c(=O)n12 (configuration not stated),0.8*
COc1ccc(Br)cc1/C=N\NS(=O)(=O)c1ccc(C)cc1,78.9
Clc1ccc2c(Cl)cc(-c3ccccc3)nc2c1,106.9
CCOC(=O)N1CCC2(CC1)C[C@](C)(C(C)=O)C(C)O2 (some centres not stated),89.5
COc1ccc(-c2c3c(C)nn(-c4ccccc4)c3nc3nc(C)[nH]c(=O)c23)cc1,96.1
CCOC1OCN(C)CC1(C)C (configuration not stated),99.1
COc1ccc(N2CCN(S(=O)(=O)c3oc(-c4ccccc4)nc3C#N)CC2)cc1,50.5
O=C(O)/C=C/c1ccc([N+](=O)[O-])o1,55.4
C=C(C)[C@@H]1CC[C@]2(C(=O)NCc3ccc(O)c(OC)c3)CC[C@]3(C)C(CCC4[C@@]5(C)CCC(OC(C)=O)C(C)(C)C5CC[C@]43C)C12 (some centres not stated),29.7
CC(=O)Nc1ccc(C(=O)COc2cccc(/C=C3\CCc4ccccc4C3=O)c2)cc1,89.2
ClCCN(CCCl)c1ccc(OCc2ccccc2)cc1,10.6
Cc1nn(-c2ccccc2)c(N2CCOCC2)c1-c1nc2ccc([N+](=O)[O-])cc2[nH]1,77.1
CCN(Cc1ccccc1)c1ccc(/C=C2\COc3ccccc3C2=O)cc1,78.3
CCn1cc(-c2ccnc(NCCNS(=O)(=O)c3ccc(Cl)cc3)c2)c(-c2cccc(OC)c2)n1,100.2
CC1(C)Cc2c(sc3ncn4nc(-c5ccc(O)cc5)nc4c23)CO1,62.1
CCCCCCCC/C=C/CCCCCCCC1=NC(C)(C)CN1C(C)(C)CO,-59.8*
CSc1nc2ccccc2s1,100.2
NC(=O)N(CCO)CCO,99.4
CCC(=O)C(C#N)c1ccccc1 (configuration not stated),106.9
O=S(=O)(O)c1ccc(-c2ccccc2)cc1,75.0
COc1ccc(OC)c(-c2cc(-c3ccccc3)c3c(N)c(C(C)=O)sc3n2)c1,102.2
Cc1ccc(NC(=O)c2c(Nc3ccccc3)nn3c(Nc4ccccc4)c(-c4nc5ccccc5s4)c(N)nc23)cc1,116.0
CC(=O)Nc1ccc(S(=O)(=O)/N=S(\C)c2ccc(C)cc2)cc1 (configuration not stated),88.2
COc1ccc(Oc2ccc(/C=C/C(=O)c3ccc(OC)c(OC)c3)cc2)cc1,-61.4*
CCCCCc1ccc(S(=O)(=O)Nc2ccc3nc(NC(C)=O)sc3c2)cc1,83.5
c1ccc(Nc2nc3c(s2)CCc2c[nH]cc2-3)nc1,2.2*
CCCc1ccnc(NS(=O)(=O)c2ccc(N)cc2)n1,24.7
Cn1c(=O)c2c(-c3ccccc3F)n(-c3ccc4c(c3)OCO4)cc2n(C)c1=O,90.2
COC(=O)c1[nH]c(=O)c(C#N)c(C(=O)OC)c1C(=O)/C=C/c1ccccc1,98.6
COc1ccc(C(=O)CSc2nc3c(c(Nc4cccc(S(N)(=O)=O)c4)n2)CCC3)cc1,102.4
CCN(CC)S(=O)(=O)c1ccc(-c2csc(Nc3ccc(C)c(C)c3)n2)cc1,95.7
COc1cc(OC)cc(-n2cc(-c3ccc(Cl)c(Cl)c3)[nH]c2=S)c1,82.9
NS(=O)(=O)c1ccc(CCN2C(=O)/C(=C\c3ccc(Cl)cc3)C=C2c2ccc3ccccc3c2)cc1,99.5
CC(O)CN(CCN(CC(C)O)CC(C)O)CC(C)O (configuration not stated),87.8&111.0
Nc1[nH]nc(Nc2cccc(Cl)c2Cl)c1C(=O)c1cccs1,85.1
CCCCOc1ccc(NC(=O)n2ncc3ccccc32)cc1,85.6
SCc1cc2c(cc1Br)OCO2,96.3
CC(C)(c1ccc(O)cc1)c1ccc(O)cc1,96.3
Cc1ccc2c(=O)cc(C(=O)Nc3sc4c(c3C(=O)NCc3cccnc3)CCCC4)oc2c1C,88.3
Nc1nc(N)c2[nH]cnc2n1,87.5
COc1ccc(/C=C(/c2ccccc2)[N+](=O)[O-])cc1,-28.6*
Cc1cc(=O)n2[nH]c(-c3ccco3)cc2n1,50.9
[2H]C([2H])([2H])Oc1cc(F)ccc1/C=C/C(=O)/C=C(/C=C/c1ccc(F)cc1OC([2H])([2H])[2H])OB(F)F,11.6
COC(=O)C1CCCCC1C(=O)OC (configuration not stated),106.5
O=C(CS(=O)(=O)c1ccc(F)cc1)Nc1ccccc1C(=O)O,103.5
CC(C)N(CCCl)/N=N/c1nc2c([nH]1)c(=O)n(C)c(=O)n2C,102.0
CC(C)CCO/N=C/c1cccnc1,137.6
Cc1ccc(-c2nn(-c3ccccc3)cc2C2SCC(=O)N2c2ccccc2)cc1 (configuration not stated),105.4
NS(=O)(=O)c1ccc(Nc2nc(N/N=C/c3ccc(N4CCOCC4)cc3)nc(Nc3ccccc3)n2)cc1,81.3
O=C(Nc1ccc(NC(=O)c2cc(=O)[nH]c3ccccc23)cc1)Nc1cccc(C(F)(F)F)c1,99.8
Cc1c2ccccc2[n+](C)c2ccccc12,87.5
N#Cc1c(Nc2ccccc2)nn2c(-c3ccc(Br)cc3)c(-c3nc4ccccc4s3)c(N)nc12,101.1
O=c1oc2ccc(F)cc2c(=O)n1-c1ccc(Cl)cc1F,-45.3*

# Reformatted tab-delimited: entries from further up
Compound	HL-60(TB)
Nc1[nH]nc(Nc2cccc(Cl)c2Cl)c1C(=O)c1cccs1	85.1
CCCCOc1ccc(NC(=O)n2ncc3ccccc32)cc1	85.6
SCc1cc2c(cc1Br)OCO2	96.3
CC(C)(c1ccc(O)cc1)c1ccc(O)cc1	96.3

# The listing picks up, repeating the two entries before the break.
SMILES,HL-60(TB)
N#Cc1c(Nc2ccccc2)nn2c(-c3ccc(Br)cc3)c(-c3nc4ccccc4s3)c(N)nc12,101.1
O=c1oc2ccc(F)cc2c(=O)n1-c1ccc(Cl)cc1F,-45.3*
Cc1nn(-c2ccccc2)c(N2CCOCC2)c1C1CC(c2ccccc2)=NN1C=O (configuration not stated),99.5
Cc1c(C(=O)/C=C/Oc2ccc(S(N)(=O)=O)cc2)sc2nc3ccccc3n12,99.6
CC(=O)Nc1ccc([As](=O)(O)c2ccc([N+](=O)[O-])cc2)cc1,94.6
O=C1C2=C(CCN(Cc3ccccc3)C2)N2CCN=C2N1Cc1ccc(C(F)(F)F)cc1,20.4
CCC(C)Nc1nc2c(c(=O)n(C)c(=O)n2C)n1C (configuration not stated),92.6
NC1=NCC(c2ccc(Cl)cc2)O1 (configuration not stated),93.1
COC(=O)/C=C1\S/C(=N\NC(=O)c2cc3ccc2/C=C\c2ccc(cc2)/C=C\3)N(Cc2ccccc2)C1=O,-5.5*
COC(=O)/C=C/N1CCOCC1,107.0
COc1ccc(C(=O)Cn2c(C(=O)c3ccc(Cl)cc3)nc3ccccc32)cc1,42.2
Cc1nc2ccccc2c(=O)n1Cc1nncs1,103.7
Cc1cc(NC(=O)C2c3ccccc3C(=O)N(CC(C)C)C2c2cccs2)no1 (configuration not stated),0.0*
COc1ccc(/C=C/C(=O)c2cc3c(N)c(C(=O)Nc4ccccc4Cl)sc3nc2C)cc1,4.2*
CCSc1nnc2c3cc(Br)ccc3n(C)c2n1,109.6
Cc1cccc(NC(=O)c2sc3nc4c(cc3c2N)CCC4)c1C,8.4*
O=C(O)C=C1c2ccccc2-c2ccccc21,103.6
O=C(/C=C/c1ccc(O)cc1)OCCCc1ccc(O)cc1,91.2
Cc1cccc(-c2nnc(SCC(=O)Nc3ncc(Cc4ccccc4)s3)n2N2C(=O)CSC2=S)c1,97.8
O=c1oc2ccccc2cc1-c1csc(N=Nc2c(O)[nH]c3ccc(Br)cc23)n1,99.0&106.4
ClC1C(Cl)C2CC1C1CC3OC3C21 (configuration not stated),99.5
C=CCc1ccc(OCCOCCCl)c(OC)c1,109.8
Cc1ccc(-n2nnc3c(N)c(C#N)c(N)nc32)cc1,95.7
COC(=O)c1[nH]c(C)c(C(=O)OC)c1C,101.3
c1ccc2c(OCCCn3ccnc3)c3oc4ccccc4c3nc2c1,90.1
COc1cc(-c2noc(C[C@@H](NC(=O)OCc3ccccc3)C(C)C)n2)cc(OC)c1OC,100.0
